DDE Tn6 FP inh: inhibitors of Tn6 peptide binding to human fibrin DD(E). P02675. Fibrin DD(E) TRITC-Tn6 fluorescence polarization displacement. inhibition, % at 8.3 µM. actives 0.21% (n = 370,000);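 active = inhibition above a per-campaign cutoff: mean of compounds within control limits plus 3 SD, cut at about 15% in these data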;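 also: 0% = median of all compound wells on the plate and 100% = blocking peptide control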
PRMT1 FP inh: blocks human protein arginine methyltransferase 1 | Q99873 | recombinant PRMT1, activity-based probe fluorescence polarization | inhibition, % at 2.79 µM | actives 1.3% (n = 370,000) | AID 652257;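 active = inhibition above about 21% made by adding two undisclosed values, limit read from the data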
MBD2 inh: MBD2-methylated oligo binding inhibition; Q9UBB5; actives 0.31% (n = 370,000); TR-FRET, MBD2 binding to methylated oligonucleotide; inhibition, % at 4.4 µM; in the data active = inhibition above about 13%
SIAE primary: blocks human sialic acid acetylesterase; Q9HAT2; SIAE FP-Rh probe binding, fluorescence polarization; inhibition, % at 9.66 µM; actives 0.69% (n = 370,000);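 active = inhibition above a cutoff: mean of compounds within the control limits plus 3 SD of those, cut at about 17% in these data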;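 also: 0% = plate median of compound wells and 100% = probe without SIAE protein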
Target sequence (Q9HAT2 whole entry, looked up): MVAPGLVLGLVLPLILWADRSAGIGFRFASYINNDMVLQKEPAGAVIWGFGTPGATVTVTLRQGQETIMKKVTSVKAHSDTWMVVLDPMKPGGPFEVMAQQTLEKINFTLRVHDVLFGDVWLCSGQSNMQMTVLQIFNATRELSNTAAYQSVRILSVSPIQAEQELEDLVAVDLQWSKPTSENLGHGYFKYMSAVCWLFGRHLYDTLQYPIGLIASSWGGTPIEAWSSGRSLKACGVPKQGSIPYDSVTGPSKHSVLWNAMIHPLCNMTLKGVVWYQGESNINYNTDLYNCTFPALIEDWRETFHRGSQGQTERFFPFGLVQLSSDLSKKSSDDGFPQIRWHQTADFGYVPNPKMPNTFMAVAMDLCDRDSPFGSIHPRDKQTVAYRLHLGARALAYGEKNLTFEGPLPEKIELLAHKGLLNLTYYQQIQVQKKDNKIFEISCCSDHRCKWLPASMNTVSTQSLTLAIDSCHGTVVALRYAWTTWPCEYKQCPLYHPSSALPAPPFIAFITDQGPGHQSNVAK
UHRF1 binding: UHRF1 methyl-DNA binding inhibition; Q96T88; UHRF1 binding to methylated oligo, TR-FRET; inhibition, % at 4.4 µM; actives 0.75% (n = 370,000); AID 687016; in the data active = inhibition above about 21%;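 also: UHRF1 SRA domain binding a hemimethylated CpG hairpin DNA probe; 0% = median of test compound wells and 100% = reference inhibitor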
TDP2 absorb: blocks human TDP2 phosphodiesterase activity. inhibition, % at 12.8 µM. recombinant TDP2, T5PNP hydrolysis, p-nitrophenol absorbance 415 nm. AID 720702. actives 0.34% (n = 370,000);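 active = inhibition above the mean of all tested compounds plus 3 SD, set per campaign, cut at about 25% in these data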;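 also: 0% = DMSO with enzyme and 100% = buffer with substrate but no TDP2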
Target sequence (O95551 whole entry, looked up): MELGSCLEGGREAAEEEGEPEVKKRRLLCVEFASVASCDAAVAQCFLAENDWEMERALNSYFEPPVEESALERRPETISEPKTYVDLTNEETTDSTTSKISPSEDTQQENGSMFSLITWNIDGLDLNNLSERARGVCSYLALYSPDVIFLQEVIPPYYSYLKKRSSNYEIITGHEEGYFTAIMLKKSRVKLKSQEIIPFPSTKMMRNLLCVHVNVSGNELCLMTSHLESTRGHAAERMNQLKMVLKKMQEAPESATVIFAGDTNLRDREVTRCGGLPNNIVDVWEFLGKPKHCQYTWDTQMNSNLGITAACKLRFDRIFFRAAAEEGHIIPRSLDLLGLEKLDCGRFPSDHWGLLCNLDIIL
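Assay system: Recombinant human TDP2 | Quantity: 120 nM TDP2 per well | Incubation: 2 h at 37 °C | Signal: Epi absorbance | Evaluation: Percent inhibition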
KLK7 zymogen act: proKLK7 (human) activation, primary screen; purified proKLK7, EDANS-DABCYL substrate fluorescence; 100% is mature enzyme control, 0% vehicle; activation, % at 7 µM; actives 0.9% (n = 370,000); AID 652039;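 active = activation above the mean of all tested compounds plus 3 SD, computed per campaign excluding outliers beyond control limits, cut at about 13% in these data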
TCR-CD3 inh: human TCR-CD3 binding inhibition. TAMRA-labeled TCR probe fluorescence, biochemical. actives 0.37% (n = 360,000). inhibition, % at 9.4 µM; in the data active = inhibition above about 19%;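 also: recombinant mutant TCR 2C K166C tagged with TAMRA read by polarization; 0% = receptor in buffer alone and 100% = receptor with positive control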
LEDGF integ inh: blocks HIV-1 LEDGF/p75-dependent DNA integration; actives 0.64% (n = 370,000); AID 743269; inhibition, % at 3.7 µM; TR-FRET IN-LEDGF/p75 DNA integration, Eu/Cy5;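 active = inhibition above the screen-wide mean plus 3 SD, cut at about 13% in these data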;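 also: signal is the Cy5 over europium emission ratio at 671 and 618 nm; 0% = plate median of compound wells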
Tn7 DDE FP: DD(E)-Tn7 binding inhibition, primary FP screen. P02675. FP displacement of FITC-Tn7 peptide from fibrin DD(E); 0% = median of compound wells per plate. inhibition, % at 8.3 µM. actives 0.13% (n = 370,000). AID 720508;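 active = inhibition above the mean of compounds falling within the control limits plus 3 SD of them, cut at about 14% in these data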;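 also: 0% = plate median of compound wells and 100% = 10 µM Aha-Tn7 peptide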
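Assay system: Human clot-derived fibrin DD(E) complex | Buffer or medium: Tris/NaCl/CaCl2 buffer, pH 7.8 | Repeats: One replicate per compound | Benchmarks: Aha-Tn7 high control | Measure: % inhibition scaled between sample-field median and high-control FP | Schedule: 10 min plus 3 h, room temperature | Signal: Fluorescence polarization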
* marks the source's active call; other numbers are inactive results.

SMILES	DDE Tn6 FP inh	PRMT1 FP inh	MBD2 inh	SIAE primary	UHRF1 binding	TDP2 absorb	KLK7 zymogen act	TCR-CD3 inh	LEDGF integ inh	Tn7 DDE FP
NC(=O)c1ccc(NC(=O)COC(=O)C2CC(=O)N(Cc3ccccc3)C2)cc1 (stereo not drawn)	15	-1	-2	-3	-1	9	0.0	1	0	0
CC1(OC(=O)C2CCCC2)C(=O)C=C2C=C(c3ccsc3)N(CC3CC3)C=C2C1=O (stereo not drawn)	7	6	-1	6	2	20	0.9	12	1	3
Cc1ccc(NCc2nnc(SCC(=O)N3CCc4ccccc43)n2C)cc1	5	0	1	0	0	-9	-0.1	0	3	-7
O=c1c2c(-c3cccs3)csc2[nH]c(=S)n1-c1ccccc1	1	1	-2	2	-3	8	0.2	2	-3	5
CSCCC(NC(=O)COc1ccccc1)C(=O)NCCOc1ccc(C)cc1 (stereo not drawn)	-1	2	-3	-2	-2	6	0.2	8	0	5
O=S1(=O)N[C@@H](Cc2ccccc2)COc2cc(NC3CC3)ccc21	-2	-2	3	-5	8	-5	-0.6	6	3	2
COc1ccc(/C=N/NC(=O)CN(Cc2ccccc2)S(=O)(=O)c2ccc3c(c2)OCCO3)cc1	-6	-1	4	-7	0	1	0.4	-1	3	5
COc1ccc(S(=O)(=O)/C(C#N)=C/Nc2cccc(F)c2)cc1	-2	2	-3	3	-2	-8	0.5	0	4	1
CC(C)OP(=O)(Nc1cccc2ccccc12)OC(C)C	-4	1	8	-1	-1	-9	-0.3	1	-1	-5
CC1Cc2ccccc2N1CC(=O)Nc1ccc2c(c1)OCCCO2 (stereo not drawn)	-2	0	-6	10	2	-3	-0.4	2	-2	3

The last 2 compounds of the part before open the next one:
SMILES	DDE Tn6 FP inh	PRMT1 FP inh	MBD2 inh	SIAE primary	UHRF1 binding	TDP2 absorb	KLK7 zymogen act	TCR-CD3 inh	LEDGF integ inh	Tn7 DDE FP
CC(C)OP(=O)(Nc1cccc2ccccc12)OC(C)C	-4	1	8	-1	-1	-9	-0.3	1	-1	-5
CC1Cc2ccccc2N1CC(=O)Nc1ccc2c(c1)OCCCO2 (stereo not drawn)	-2	0	-6	10	2	-3	-0.4	2	-2	3
CCOc1cc(/C=N/NC(=O)c2ccncc2)cc(Br)c1O	-4	0	-3	2	-1	-1	-0.1	-4	-3	2
O=c1cc(O)sc2ccccc12	5	2	0	-2	0	-2	-0.4	2	0	5
COc1ccc(Cc2c[nH]c(=O)[nH]c2=O)cc1	-5	4	16*	-6	24*	-6	-0.2	-9	6	7
CCCCCCCCC(c1nc2cc(C)c(C)cc2[nH]1)n1c(=O)c(-c2ccccc2Br)nc2ccccc21 (stereo not drawn)	7	4	0	5	1	-1	0.2	-3	-6	5
O=C(CCN1C(=O)[C@@H]2Cc3ccccc3CN2C1=O)Nc1cccc(F)c1	-4	-4	-3	1	0	13	-0.6	1	2	-9
COC(=O)C1=C(N)OC2=C(C(=O)CC(C)(C)C2)C1c1ccccc1OC (stereo not drawn)	-3	3	1	12	-1	7	0.4	0	-1	-1
C[C@]12C(=O)N(c3cccc(F)c3)C(=O)N1[C@@H]1c3ccccc3OC[C@@H]1[C@H]2c1ccccc1	0	1	3	-1	-5	11	0.0	2	-1	-1
Cc1nn(-c2ccc(C(=O)NCC(c3ccco3)N3CCCC3)cc2)c(C)c1Cl (stereo not drawn)	0	1	4	-7	7	8	0.0	2	-1	-5
COC(CNC(=O)C(=O)NCC1OCCN1S(=O)(=O)c1ccccc1)OC (stereo not drawn)	0	4	-4	-2	1	-1	0.1	-4	1	4
COc1cccc(C(=O)NCC(c2ccco2)N2CCc3ccccc3C2)c1 (stereo not drawn)	1	2	4	4	-2	7	0.3	5	2	4
COc1ccc(S(=O)(=O)CCC(=O)NC2CCCCC2)cc1	-1	0	-3	1	2	-6	0.4	8	2	-7
CC(=O)C(Sc1ccc2nnc(-c3ccc(C)cc3)n2n1)C(C)=O	-3	-5	-2	5	0	2	3.1	-4	4	-8
CCN1CCN(Cc2c(C)[nH]c3ccc(C(=O)OC)cc3c2=O)CC1	-2	-2	9	7	5	-5	-2.5	-13	1	1
O=C(NCc1cccnc1)C(=O)c1c[nH]c2ccccc12	3	0	-4	4	-1	-4	-0.7	3	-2	1
COc1ccccc1NC(=O)CSc1nc2nc(C)cc(C)c2c(=O)[nH]1	0	-8	1	-6	0	2	0.3	2	-2	-7
Cc1ncc([N+](=O)[O-])n1Cc1ccc(F)cc1	4	1	0	8	-1	8	0.0	2	-1	10
Cc1ccc(C)c(NC(=O)COC(=O)CNC(=O)C2CCCCC2)c1	-1	-2	0	0	52*	8	0.3	-8	-3	-1
c1ccc(-c2nc3nc4ccccc4nc3n2Cc2ccco2)cc1	-5	9	0	-2	-2	4	0.2	3	0	-6
N#Cc1c(NC(=O)CSc2ncnc3c2cnn3-c2ccccc2Cl)sc2c1CCCC2	-3	1	2	-5	0	12	0.0	0	2	5
COc1cc(OC)nc(Nc2nc(C(N)c3ccccc3)cs2)n1 (stereo not drawn)	5	-9	-4	-4	-6	-9	0.6	-2	11	1
O=c1c2[nH]c3ccc(F)cc3c2ncn1CCN1CCN(Cc2ccccc2)CC1	-4	-1	7	0	1	-3	0.6	-9	-2	-3
Cc1ccc(NC(=O)CN2C(=O)NC(C)(CC(C)C)C2=O)c(Br)c1 (stereo not drawn)	2	2	-7	5	-1	-1	0.3	8	-3	-6
CC(Oc1ccc(F)cc1)C(=O)Nc1cc(C(F)(F)F)ccc1-n1cncn1 (stereo not drawn)	0	0	2	3	0	0	0.0	-3	-3	5
COc1ccc(NC(=O)CCC(=O)N/N=C/c2cccnc2)cc1	8	2	0	-3	1	3	0.3	1	-1	3
O=C(C1CCCN(c2ncccn2)C1)N1CCc2ccccc21 (stereo not drawn)	3	-6	-2	4	-1	-6	0.4	2	-1	7
Cc1ccc(NC(=O)COC(=O)c2cc(C)nc3ccccc23)c([N+](=O)[O-])c1	-1	-4	2	-2	-1	4	0.2	4	-1	4
Cc1ccc(-n2c(-c3ccco3)nc3nc4ccccc4nc32)cc1	11	3	0	-6	-4	-11	-1.3	-6	5	2
CC(=O)NC1=NC(=O)/C(=C/c2cc(C)n(-c3cccc(C(=O)O)c3)c2C)S1	4	57*	9	-4	45*	14	-0.7	7	31*	-9
COCCN1Cc2cc3cc(C)ccc3nc2SC1=Nc1ccc(OC)cc1	6	-2	-2	0	-3	2	0.2	0	5	-6
CC(C)(C)OC(=O)N1CCC(C(=O)N2CCC[C@H]2C(=O)O)CC1	-7	-2	-5	3	-2	5	0.5	-2	5	4

13 structures already listed, ordered by length of the SMILES, lowest first:
SMILES	DDE Tn6 FP inh	PRMT1 FP inh	MBD2 inh	SIAE primary	UHRF1 binding	TDP2 absorb	KLK7 zymogen act	TCR-CD3 inh	LEDGF integ inh	Tn7 DDE FP
COc1ccc(Cc2c[nH]c(=O)[nH]c2=O)cc1	-5	4	16*	-6	24*	-6	-0.2	-9	6	7
Cc1ncc([N+](=O)[O-])n1Cc1ccc(F)cc1	4	1	0	8	-1	8	0.0	2	-1	10
c1ccc(-c2nc3nc4ccccc4nc3n2Cc2ccco2)cc1	-5	9	0	-2	-2	4	0.2	3	0	-6
O=c1c2c(-c3cccs3)csc2[nH]c(=S)n1-c1ccccc1	1	1	-2	2	-3	8	0.2	2	-3	5
CSCCC(NC(=O)COc1ccccc1)C(=O)NCCOc1ccc(C)cc1 (stereo not drawn)	-1	2	-3	-2	-2	6	0.2	8	0	5
CCN1CCN(Cc2c(C)[nH]c3ccc(C(=O)OC)cc3c2=O)CC1	-2	-2	9	7	5	-5	-2.5	-13	1	1
COC(CNC(=O)C(=O)NCC1OCCN1S(=O)(=O)c1ccccc1)OC (stereo not drawn)	0	4	-4	-2	1	-1	0.1	-4	1	4
CC(C)(C)OC(=O)N1CCC(C(=O)N2CCC[C@H]2C(=O)O)CC1	-7	-2	-5	3	-2	5	0.5	-2	5	4
COC(=O)C1=C(N)OC2=C(C(=O)CC(C)(C)C2)C1c1ccccc1OC (stereo not drawn)	-3	3	1	12	-1	7	0.4	0	-1	-1
O=C(CCN1C(=O)[C@@H]2Cc3ccccc3CN2C1=O)Nc1cccc(F)c1	-4	-4	-3	1	0	13	-0.6	1	2	-9
Cc1nn(-c2ccc(C(=O)NCC(c3ccco3)N3CCCC3)cc2)c(C)c1Cl (stereo not drawn)	0	1	4	-7	7	8	0.0	2	-1	-5
NC(=O)c1ccc(NC(=O)COC(=O)C2CC(=O)N(Cc3ccccc3)C2)cc1 (stereo not drawn)	15	-1	-2	-3	-1	9	0.0	1	0	0
CC1(OC(=O)C2CCCC2)C(=O)C=C2C=C(c3ccsc3)N(CC3CC3)C=C2C1=O (stereo not drawn)	7	6	-1	6	2	20	0.9	12	1	3

Next entries:
SMILES	DDE Tn6 FP inh	PRMT1 FP inh	MBD2 inh	SIAE primary	UHRF1 binding	TDP2 absorb	KLK7 zymogen act	TCR-CD3 inh	LEDGF integ inh	Tn7 DDE FP
CN1c2ccccc2C(=O)NC1c1ccc(Cl)cc1 (stereo not drawn)	-6	4	1	-6	2	8	2.4	-4	-3	9
Cc1nnc(SCC(=O)Nc2cc(S(=O)(=O)N3CCCC3)ccc2Cl)s1	-1	-4	0	-6	5	8	0.6	1	0	-4
O=C(CC(=O)N/N=C\c1ccccc1)NCCc1ccccc1	-6	7	4	-2	3	-9	-0.2	-7	2	7
COc1ccccc1NC(=S)Nc1ccccc1F	-1	-1	3	4	2	3	0.2	-5	1	5
CCN1CCCC1CNC(=O)c1cc2ccc(OC)cc2[nH]1 (stereo not drawn)	0	-5	-1	2	-4	-6	0.1	-9	2	-1
CCOC(=O)C1CCN(c2c(Nc3ccc(C)c(C)c3)c(=O)c2=O)CC1	2	-1	1	11	-1	12	0.5	-1	-2	2
NS(=O)(=O)c1ccc(NC(=S)NCc2cccc(Cl)c2)cc1	9	1	2	-2	-3	7	0.3	-1	-1	4
Cc1ccc(CCNC(=O)C2CC(c3ccccc3C(F)(F)F)=NO2)cc1 (stereo not drawn)	1	1	2	-3	-3	-10	0.0	9	-2	-1
Cc1c(O)nc(SC2CC(=O)N(c3ccccc3)C2=O)[nH]c1=O (stereo not drawn)	0	2	1	-7	0	-2	-0.4	5	-4	9
O=S(=O)(NCc1ccc(Cl)cc1)c1cccc2cccnc12	-2	5	5	-1	6	-15	-0.2	2	-5	6
COc1ccc(CNC(=O)c2c(-c3cc(Cl)c(OC)c(Cl)c3)noc2C)cc1	-4	3	3	0	2	4	-0.2	-7	-4	1
O=c1[nH]c(CN2CCN(S(=O)(=O)c3ccccc3C(F)(F)F)CC2)nc2sc3c(c12)CCCC3	-6	0	-1	-4	0	-1	0.5	-2	3	-5
CCCN1C[C@H](CSC)C[C@@H]2c3cccc4[nH]cc(c34)C[C@H]21	0	9	4	8	-1	4	1.6	-3	-3	-4

Not a hit list; overall some 4.6% were active at least once.
